Screening data (PubChem)
TRHR agonist: qHTS for Small Molecule Agonists and Allosteric Enhancers of Human TRH Receptor: Primary Screen for Agonists; TRHR cells, calcium flux fluo-8, FDSS agonist mode; activation, % at 2 µM; 360,000 tested, 0.18% active; Thyrotropin-releasing hormone receptor (Homo sapiens), P34981; in the data active = activation above about 30%; note: 0% is about no effect
Target sequence (P34981 whole entry, looked up): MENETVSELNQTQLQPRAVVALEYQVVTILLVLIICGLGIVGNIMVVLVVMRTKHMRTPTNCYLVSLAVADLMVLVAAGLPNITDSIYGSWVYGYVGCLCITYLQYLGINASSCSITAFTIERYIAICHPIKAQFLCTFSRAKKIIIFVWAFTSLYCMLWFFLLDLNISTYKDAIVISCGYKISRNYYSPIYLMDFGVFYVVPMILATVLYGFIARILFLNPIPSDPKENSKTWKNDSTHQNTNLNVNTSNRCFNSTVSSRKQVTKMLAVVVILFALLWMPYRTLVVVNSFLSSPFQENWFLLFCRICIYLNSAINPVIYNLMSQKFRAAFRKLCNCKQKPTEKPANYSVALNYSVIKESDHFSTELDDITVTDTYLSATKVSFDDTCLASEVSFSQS
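In this calcium-flux screen, cells bearing human TRHR are dye-loaded with fluo-8, baselined for 10 cycles, then exposed to library compounds; positive kinetic calcium responses during the agonist phase mark hits, with TRH as control.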
D2 antag: HTS Assay for Allosteric Antagonists of the Human D2 Dopamine Receptor: Primary Screen for Antagonists; D(2) dopamine receptor (Homo sapiens), P14416; HEK293 TREx D2 cells, calcium flux, dopamine EC80; inhibition, % at 10 µM; 340,000 tested, 2% active; in the data active = inhibition above about 30%; note: 0% is about no effect
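Measurement of antagonist activity uses fluorescent calcium dye in inducible HEK293 T-REx D2 cells: 10 s baseline, compound addition with 180 s read, EC80 dopamine addition with a further 180 s read.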
IDH1 R132H inh: qHTS for Inhibitors of mutant isocitrate dehydrogenase 1 (IDH1): qHTS. AID 602179, 2012. Potency, µM (series often up to 76.6 µM), without a hit: top-dose activity change, negative = inhibition, most hits filed as inhibitors. 390,000 tested, 0.093% active. IDH1-R132H enzyme, NADPH consumption, diaphorase/resazurin fluorescence; note: potency is the fitted concentration of half-maximal effect; % is set by controls: 0 for no effect and ±100 for the full control effect; nearly all actives have a fitted effect of over 65% in size
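IDH1-R132H (0.5 ug/mL) preincubated 30 min with compound, then NADPH (0.016 mM) and alpha-KG (2 mM) added; 80 min at RT, pH 7.5. Remaining NADPH coupled via diaphorase/resazurin to fluorescence (540/590 nm); concentration-response curves normalized to no-enzyme control.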
rTrxR1 inhibitor: qHTS Assay for Inhibitors of Mammalian Selenoprotein Thioredoxin Reductase 1 (TrxR1): qHTS; recombinant rTrxR1, NADPH fluorescence consumption, selenite substrate; Potency, µM (series often up to 114 µM), without a hit: top-dose activity change, negative = inhibition, hits mostly inhibitors; 390,000 tested, 1% active; Thioredoxin reductase 1, cytoplasmic (Rattus norvegicus), O89049; note: potency is the fitted concentration of half-maximal effect; % is set by controls: 0 for no effect and ±100 for the full control effect; nearly all actives have a fitted effect of over 65% in size
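Rat TrxR1 (90 nM in the dispensed reagent) was pre-reduced with 400 uM NADPH for 5 min at room temperature, then incubated with compound for 15 min. After 400 uM selenite was added, NADPH fluorescence (Ex 340/Em 450 nm) was followed for 8 min.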
TrxR1 substrate: qHTS Assay for Substrates of Mammalian Selenoprotein Thioredoxin Reductase 1 (TrxR1): qHTS. Thioredoxin reductase 1, cytoplasmic (Rattus norvegicus), O89049. purified TrxR1 substrate turnover, NADPH consumption readout. Potency, µM (series often up to 114 µM), for the others: at the top dose activity change, negative = substrate turnover. 390,000 tested, 0.01% active; note: potency is the fitted concentration of half-maximal effect; % is set by controls: 0 for no effect and ±100 for the full control effect; nearly all actives have a fitted effect of over 50% in size
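Rat TrxR1, dispensed at 90 nM, was prereduced with 400 uM NADPH (final) for 5 min at ~22 deg C, then incubated with compound 15 min before 400 uM selenite. A first-read NADPH fluorescence drop versus no-compound background flagged substrates.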
D2 ag: HTS Assay for Allosteric Agonists of the Human D2 Dopamine Receptor: Primary Screen for Agonists; HEK293 T-REx D2 cells, calcium flux agonist mode; activation, % at 2 µM; 340,000 tested, 0.53% active; AID 485358, 2010;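 active = activation over 3 SD above normal in the single-dose calcium agonist read, cut at about 30% in these data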; note: 0% is about no effect
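Tetracycline-induced HEK293 T-REx cells with force-coupled D2 receptor, plated overnight at 30 C, loaded with no-wash calcium dye. After a 10 s baseline, compound was pin-added and calcium flux read kinetically for 180 s; calcium rises flagged agonists.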
USP1-UAF1 inh: Inhibitors of USP1/UAF1: Primary Screen. AID 743255, 2014. 390,000 tested, 0.23% active. Potency, µM (top dose mostly 57.1 µM), for the others: at the highest dose activity change, negative = inhibition, hits mostly inhibitors. recombinant USP1/UAF1, Ub-Rhodamine cleavage fluorescence; note: potency is the fitted concentration of half-maximal effect; % is set by controls: 0 for no effect and ±100 for the full control effect; nearly all actives have a fitted effect of over 60% in size; inactives centre near -12
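USP1/UAF1 complex (1 nM) preincubated 15 min at room temperature with compound, then Ub-Rho substrate (150 nM final) added. Kinetic fluorescence at 480/540 nm over 6 reads at 60 s intervals; 50 mM HEPES pH 7.8, 0.5 mM EDTA, 0.1 mg/ml BSA, 1 mM TCEP, 0.01% Tween-20.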
TRHR enhancer: qHTS for Small Molecule Agonists and Allosteric Enhancers of Human TRH Receptor: Primary Screen for Enhancers | enhancement, % at 2 µM | 360,000 tested, 0.66% active | TRHR cells, fluo-8 calcium fluorescence, EC20 TRH enhancement | Thyrotropin-releasing hormone receptor (Homo sapiens), P34981; in the data active = enhancement above about 30%; note: 0% is about no effect
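TRHR-expressing cells loaded with fluo-8 calcium dye were read kinetically (ex 480/em 530) during compound addition, then stimulated with an EC20 of TRH (10 nM final). Enhancement of the Gq-mediated intracellular calcium response was scored.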
PI4K2A block: qHTS for small molecular inhibitors of PI4K2A. Phosphatidylinositol 4-kinase type 2-alpha (Homo sapiens), Q9BTU6. purified PI4K2A, ADP-Glo luminescence, 1 h; stronger effect = lower value. activity change, negative = inhibition, % at 76.9 µM. 420,000 tested, 0.13% active; in the data active = activity change below about -50%; inconclusive = mostly about -30% to -49%;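 note: -100% = wells without enzyme as full effect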
Target sequence (Q9BTU6 whole entry, looked up): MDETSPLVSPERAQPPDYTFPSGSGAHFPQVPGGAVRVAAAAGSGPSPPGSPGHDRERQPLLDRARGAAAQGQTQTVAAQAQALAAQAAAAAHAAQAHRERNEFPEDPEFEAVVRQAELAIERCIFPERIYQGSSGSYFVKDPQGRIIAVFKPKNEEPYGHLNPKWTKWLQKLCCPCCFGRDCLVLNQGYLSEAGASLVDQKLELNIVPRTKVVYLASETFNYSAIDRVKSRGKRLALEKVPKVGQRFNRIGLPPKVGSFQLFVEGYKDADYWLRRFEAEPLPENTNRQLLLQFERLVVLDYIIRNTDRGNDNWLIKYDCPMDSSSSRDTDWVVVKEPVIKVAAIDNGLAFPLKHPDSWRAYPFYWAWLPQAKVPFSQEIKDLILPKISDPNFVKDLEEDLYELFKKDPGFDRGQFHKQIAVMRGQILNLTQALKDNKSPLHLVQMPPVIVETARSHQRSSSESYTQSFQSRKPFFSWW
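In this quantitative HTS, ADP production by PI4K2A was quantified luminescently after 1 h at ambient temperature; 100 microM adenosine served as plate-quality control.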
* hit, by the source's call; ? = inconclusive; . = no result given; & = joins results of further samples; [ ] = remark or other dose. Unless noted, calls come from the whole dose curve; as a rule, active = well fitted inhibition curve with a large enough effect; inconclusive = small, poorly fitted or top-dose-only effect; inactive = no such curve, though single readings can be large or run the other way. Not a hit list; overall some 3.9% were active at least once.

cpd | structure | D2 ag | USP1-UAF1 inh | D2 antag | PI4K2A block | IDH1 R132H inh | TRHR enhancer | TrxR1 substrate | TRHR agonist | rTrxR1 inhibitor
1 | N=C1/C(=C/c2cccn2-c2ccc([N+](=O)[O-])cc2)C(=O)N=C2SC=CN12 | -1.4 | -8.8% | -10.4 | -4.6 | 1.7% | -3.5 | -14.4% | 0.1 | -18.6%
2 | CC(C)(C)OC(=O)C[C@@H]1C/C=C\C[C@H](CC(=O)NCCO)C(=O)N[C@@H](Cc2ccccc2)COC1=O | . | -14.5% | . | 5.9 | -1.1% | . | 16.0%[57.1 µM] | . | 21.3%[57.1 µM]
3 | CCc1nc2scc(-c3ccc(C)cc3)c2c(=O)n1N | -2.6 | -1.7% | 26.1 | 3.9 | 2.9% | -2.9 | -2.5% | -0.6 | 11.1%[57.1 µM]
4 | CC(=O)c1sc(NC(=O)c2cnc(Cl)c(Cl)c2)nc1C | -1.3 | -20.4% | 2.9 | 2.9 | 23.6% | -0.7 | -15.6% | -1.0 | 34.7%[57.1 µM]
5 | CCOC(=O)c1oc2ccccc2c1NC(=O)COc1ccc(F)cc1 | -0.7 | -5.2% | -27.6 | 2.5 | 1.1% | 2.6 | 87.2%[activator] | -0.6 | 49.1%[activator]
6 | COC1=C(c2ccccc2)C(=O)c2ccccc2C1=O | -0.1 | 14.1µM* | -4.1 | -23.0 | 4.0% | -1.0 | 1.9%[57.1 µM] | 0.0 | 38.2%[activator][57.1 µM]
7 | O=C(COc1ccccc1[N+](=O)[O-])NCC1(N2CCOCC2)CCCCC1 | . | -10.7% | . | 0.9 | 1.3% | . | 2.8% | . | 13.2%
8 | Cc1ccc2c(c1)nnn2C1CCN(C(=O)NCc2ccccc2)CC1 | -0.7 | -11.1% | -39.3 | 5.9 | 2.6% | 2.2 | 5.5%[57.1 µM] | -0.7 | 0.7%[57.1 µM]
9 | Cc1ccc(S(=O)(=O)N2CCN(C(=O)c3ccccn3)CC2)cc1 | 1.4 | -13.0% | 8.0 | -10.7 | -2.8% | -3.7 | 8.8% | 0.4 | 34.1%
10 | C=CCSC1=N/C(=C\c2ccc3c(c2)OCO3)C(=O)S1 | 0.7 | -11.3% | 7.2 | 3.9 | 0.9% | -10.3 | -9.4% | -0.1 | -5.2%
11 | O=C(Cc1ccc(Cl)cc1)NC1CCCCCC1 | -0.5 | -14.3% | 9.6 | 0.6 | 5.0% | -4.1 | -0.9%[57.1 µM] | -0.8 | 15.8%[57.1 µM]
12 | COc1ccc2c(c1)c1c(c(=O)n(-c3ccccc3C)c(=O)n1CC(=O)Nc1c(C)cccc1C)n2C | 0.2 | -18.5% | . | -3.5 | -12.7% | 2.8 | 68.6%[activator] | 0.1 | 40.7%[activator]
13 | CC1CCCC(C)N1C(=O)Cn1nnc(-c2ccc([N+](=O)[O-])cc2)n1 (stereo unspecified) | 0.5 | -29.7% | -6.2 | 1.2 | -0.3% | -8.2 | 0.0% | -0.2 | 1.2%
14 | COc1ccc(/C=N/NC(=O)c2ccc(CN3C(=O)c4cccc5cccc3c45)cc2)cc1O | -0.7 | -25.2% | 3.0 | -6.6 | 2.7% | 1.7 | 3.3% | 0.2 | 4.3%
15 | Cc1noc2ncnc(Nc3ccc(F)cc3)c12 | 0.3 | -12.6% | . | -1.3 | 18.1% | -0.2 | -4.9%[57.1 µM] | 0.2 | 8.0%[57.1 µM]
16 | CC1CCC(C(C)C)C(OC(=O)Cn2c(-c3ccc(F)cc3)[n+](C)c3ccccc32)C1 (stereo unspecified) | 0.4 | -1.4% | 16.1 | -1.1 | -0.3% | -8.5 | 2.0% | 0.2 | 1.2%
17 | O=C1CCCCC1(c1ccccc1)c1ccccc1 | . | -16.6% | . | 0.4 | 10.2% | . | 7.6%[57.1 µM] | . | 15.3%[57.1 µM]
18 | COc1ccccc1-n1c(SCC(N)=O)nnc1-c1ccc(S(=O)(=O)N2CCCCC2)cc1 | 0.6 | -17.7% | 10.7 | 9.6 | 1.9% | -1.9 | 5.0% | 0.0 | 16.7%
19 | CN1Cc2cc(C(=O)c3ccccc3O)cnc2NC1=O | 1.2 | -20.6% | 6.1 | 0.0 | 6.0% | -2.2 | 0.5% | 0.6 | ?
20 | C1CC2CN(c3nc4nonc4nc3N3CCSCC3)CCN2C1 (stereo unspecified) | 0.2 | -1.0% | 1.8 | 0.4 | -0.2% | -6.5 | 2.6% | -0.7 | -3.1%[57.1 µM]
21 | COc1cc2c(cc1OC)C(C)N(S(=O)(=O)c1cn(C)cn1)CC2 (stereo unspecified) | -0.5 | -18.1% | -2.1 | 2.7 | -6.9% | 0.4 | 3.8% | 0.6 | 21.4%
22 | CCOc1ccc(S(=O)(=O)Nc2cc(F)ccc2F)c2cccnc12 | -0.5 | 4.5% | 15.6 | 0.5 | -5.5% | -8.7 | -2.1%[0.457 µM] | -0.1 | 11.0%
23 | O=C(CN1C(=O)C(=O)N(C2CCCC2)C1=O)Nc1ccc(N2CCOCC2)cc1 | 0.0 | -19.9% | -3.4 | 2.8 | -2.9% | -2.1 | 7.0%[57.1 µM] | 0.1 | 11.6%
24 | CC(C)C(C)(C#N)NC(=O)CSc1nc2scc(-c3ccccc3)c2c(=O)[nH]1 (stereo unspecified) | -0.3 | ? | 3.4 | 3.1 | -0.4% | 1.6 | 4.3%[57.1 µM] | -0.2 | -21.2%[57.1 µM]
25 | CN(Cc1nccs1)C(=O)C1CCC(=O)N(CCCc2ccccc2)C1 (stereo unspecified) | -0.1 | -14.0% | -19.7 | -4.8 | -10.3% | 0.3 | -3.7% | -0.4 | 11.2%
26 | CCC(=O)N1CCc2cc(S(=O)(=O)CCC(=O)N3CCN(c4ccc(C(C)=O)cc4)CC3)ccc21 | 0.5&-1.1 | -18.1%&-23.7% | -1.8 | 9.8&-5.4 | -10.9%&10.9% | -3.9&7.1 | -7.2%&-7.5% | -0.2&-1.0 | -13.6%&1.0%
27 | COc1cc(OC)c(-n2c(C)cc(C=O)c2C)cc1Cl | -1.0 | -2.7% | -1.4 | -2.9 | 8.7% | -2.8 | -1.0% | -0.6 | 3.0%
28 | CCOc1ccccc1NC(=O)CN(c1ccc(OC)cc1OC)S(=O)(=O)c1ccccc1[N+](=O)[O-] | 0.5 | -24.5% | -2.3 | -5.1 | 16.7% | -5.8 | 2.4%[57.1 µM] | 0.4 | 17.9%[57.1 µM]
29 | COc1ccc(NC(=O)Cn2c(=O)oc3cc(S(=O)(=O)N4CCCC4)ccc32)cc1 | 5.4 | -25.9% | -39.9 | -2.0 | 8.0% | -1.9 | -4.7% | 0.8 | -3.0%
30 | COc1ccc(CCNC(=O)CN(c2ccccc2)S(C)(=O)=O)cc1OC | -0.1 | -16.2% | -6.7 | 3.9 | 1.2% | 1.0 | -4.3% | 0.1 | -0.6%
31 | Cc1ccc(CSc2nc3nc(C)cc(C)n3n2)cc1 | 0.1 | -0.6% | -5.0 | -2.3 | 2.8% | -11.7 | 4.8%[57.1 µM] | -0.2 | 10.9%
32 | COc1ccc(OC)c(NC(=O)C2CCCN2C(=O)C2CCC(C)CC2)c1 (stereo unspecified) | -0.2 | -0.2% | -2.5 | -5.6 | 5.6% | -1.6 | 6.6%[57.1 µM] | -0.2 | 4.6%[57.1 µM]
33 | CC1CCCCN1C(=O)COC(=O)CSc1ccc(C(N)=O)cc1[N+](=O)[O-] (stereo unspecified) | . | -15.3% | . | 1.2 | 5.7% | . | 5.7%[57.1 µM] | . | 12.5%[57.1 µM]
34 | CCC(C)NC(=O)C1CCC(CNS(=O)(=O)c2ccc(Cl)cc2)CC1 (stereo unspecified) | -0.8 | -13.5% | . | -1.4 | 12.2% | -2.6 | 2.1%[57.1 µM] | -0.5 | 10.9%[57.1 µM]
35 | Cc1ccc(S(=O)(=O)N2CCN(C(=O)CC3CCCC3)CC2)cc1 | -0.8 | 7.8% | 17.8 | -0.2 | -1.5% | 2.2 | 0.0% | 0.4 | 21.8%
36 | COc1ccccc1NC(=O)c1cc(S(=O)(=O)N2CCCCCC2)ccc1F | 0.4 | -26.8% | 4.8 | -8.8 | -8.7% | -6.6 | -5.3% | 0.5 | 3.4%
37 | CCN(CC)c1ccc(C=C(c2nnnn2-c2ccccc2)c2nnnn2-c2ccccc2)cc1 | 6.1 | ? | -6.6 | 3.4 | 2.8% | 8.7 | -15.5%[57.1 µM] | 5.5 | 3.3%[57.1 µM]
38 | Cc1ccccc1SCC(=O)NNC(=O)c1ccccc1O | -0.8 | -18.8% | -22.9 | 0.7 | -9.9% | 0.2 | 9.2% | -1.0 | 25.0%

A second format for some results above.
Fields – D2 ag	USP1-UAF1 inh	D2 antag	PI4K2A block	IDH1 R132H inh	TRHR enhancer	TrxR1 substrate	TRHR agonist	rTrxR1 inhibitor
[10] C=CCSC1=N/C(=C\c2ccc3c(c2)OCO3)C(=O)S1
 : 0.7	-11.3%	7.2	3.9	0.9%	-10.3	-9.4%	-0.1	-5.2%
[14] COc1ccc(/C=N/NC(=O)c2ccc(CN3C(=O)c4cccc5cccc3c45)cc2)cc1O
 : -0.7	-25.2%	3.0	-6.6	2.7%	1.7	3.3%	0.2	4.3%
